14-3-3g Raf: modulators of human 14-3-3 gamma - Raf peptide interaction; P61981; FP, 14-3-3gamma / TMR-pS259-Raf peptide binding; inhibition, % at 40 µM; 160,000 compounds, 0.19% hits; AID 422; in the data active means inhibition above about 30%;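 further: 0% = protein plus tracer without compound and 100% = blank with tracer alone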
Target sequence (P61981 whole entry, looked up): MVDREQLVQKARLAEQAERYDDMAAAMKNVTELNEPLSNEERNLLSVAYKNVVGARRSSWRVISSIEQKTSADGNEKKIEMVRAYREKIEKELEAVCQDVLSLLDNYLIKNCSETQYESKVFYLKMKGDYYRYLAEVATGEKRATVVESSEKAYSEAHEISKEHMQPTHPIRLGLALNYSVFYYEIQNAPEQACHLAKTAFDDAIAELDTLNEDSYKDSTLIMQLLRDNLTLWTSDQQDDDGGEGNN
* = called active by the depositor; & = joins results of further samples.

14-3-3g Raf,mol
4,Cc1oc2cc3oc(=O)c4c(c3cc2c1-c1ccccc1)CCC4
0,Cc1ccc(NC(=O)CSc2nnc(NC(=O)CN3CCOCC3)s2)cc1
4,O=C(O)c1cc2n(n1)C(C(F)(F)F)CC(c1ccc(F)cc1)N2 (stereo not drawn)
-19,CCOC(=O)c1c(C)c(C(=O)NCc2ccco2)c(C)n1Cc1ccccc1
0,Cc1cc(C)c(C#N)c(SCC(=O)Nc2ccc(Br)cc2)n1
-3,CCOC(=O)c1sc(NC(=O)c2ccc(S(=O)(=O)N3CC(C)CC(C)C3)cc2)nc1-c1ccccc1 (stereo not drawn)
-9,COC(=O)c1ccc(CSc2nnc3n(Cc4ccccc4OC)c(=O)c4ccccc4n23)o1
1,CC1CCN(C(=O)c2ccc(SCc3cccnc3)c([N+](=O)[O-])c2)CC1
-11,CC(C)OC(=O)CN1CCN(S(=O)(=O)c2cc(Cl)ccc2Cl)CC1
-6,COc1ccc(-c2cc(C(F)(F)F)n3ncc(C(=O)NCc4cccnc4)c3n2)cc1OC
-3,CCN(CC)c1ccc(Cc2ccc(N(CC)CC)cc2)cc1
-12,CC1=C(C(=O)OC2CCCC2)C(c2cccc([N+](=O)[O-])c2)NC(=O)N1 (stereo not drawn)
-7,Nc1ncnc(Oc2cccc3cccnc23)c1[N+](=O)[O-]
-6,CCOC(=O)C1C(=O)C=C(c2ccc(F)cc2)CC1c1ccco1 (stereo not drawn)
-1,O=C(CCCCn1c(=O)c2ccccc2n(Cc2ccc(F)cc2)c1=O)NC1CCCC1
-7,Cc1cc(NC(=O)COc2nnc(-c3ccccc3)c3ccccc23)no1
-4,CC(C)Nc1nc2n(c(=O)n1)CCN2C(C)C
10,CCOC(=O)c1cc(NC(=O)c2ccc([N+](=O)[O-])cc2)cc(NC(=O)c2ccc([N+](=O)[O-])cc2)c1
-4,CCOC(=O)N1CCN(C(=O)CN(c2cccc(C(F)(F)F)c2)S(=O)(=O)c2ccccc2)CC1
-4,Cc1cc(C)c(S(=O)(=O)Nc2ccc(S(=O)(=O)Nc3ncccn3)cc2)c(C)c1
2,NS(=O)(=O)c1cccc2cc(C(=O)O)c(O)cc12
5,CC(=O)C1=C(O)C(=O)N(Cc2cccnc2)C1c1ccc2c(c1)OCO2 (stereo not drawn)
3,O=C(c1ccc(CS(=O)(=O)Cc2ccccc2F)o1)N1CCOCC1
-5,CCC(C)NC(=O)c1cc(-c2cccc(OC)c2)on1 (stereo not drawn)
0,Cc1nn(Cc2ccccc2Cl)c(C)c1C(=O)NC1=NCCS1
17,CCC(=O)N1CCc2cc(S(=O)(=O)CCC(=O)Nc3cc(C)on3)ccc21
-44,COc1ccc(CNC(=O)CCSc2nc3sc4c(c3c(=O)n2-c2ccccc2)CCC4)cc1
10,O=C(Nc1nc(-c2ccc(Br)s2)cs1)c1cc(Cl)ccc1[N+](=O)[O-]
1,CCCC12CN3CC(C)(CN(C1)C3c1ccc(C)cc1)C2=O (stereo not drawn)
-14,C=CCn1c(=S)[nH]c2sc(-c3ccccc3)cc2c1=O
1&-1,CC(=O)N1CCCc2cc(S(=O)(=O)N3CCN(C4CCCCC4)CC3)ccc21
-11,COc1cc2c(cc1OC)C(C(=O)NC(C)C)C1c3ccccc3CCN1C2=O (stereo not drawn)
10,CCOC(=O)c1sc(NC(=O)C(F)(F)F)c(C#N)c1C
-1,CCCCCn1c(=O)[nH]c2cc(C(=O)NCCOC)ccc2c1=O
-3,O=C1c2ccccc2NC(C=Cc2ccccc2)N1c1cccc(C(F)(F)F)c1 (stereo not drawn)
-2,Cc1ccc(NC(=O)CNS(=O)(=O)c2ccc(Br)s2)cc1F
1,CN(c1ccccc1)S(=O)(=O)c1ccc(C(=O)Nc2ccccc2-c2nc3ccccc3s2)cc1
-2,O=C(COc1ccc(Cl)cc1)Nc1ccccc1F
0,CCc1nnc(NC(=O)CSc2nnc3c4ccccc4n(C)c3n2)s1
-7,COc1ccc2c(Cl)c(C(=O)Nc3ccc(C(N)=O)cc3)sc2c1
-22,CSc1cccc(NS(=O)(=O)c2ccc3[nH]cc(C(=O)NC4CC4)c(=O)c3c2)c1
8,CC(C)=C1C2C=CC1C1C(=O)N(c3ccc(C)c(Br)c3)C(=O)C21 (stereo not drawn)
8,Cc1ccccc1C(C(=O)NCc1ccco1)N(CC1CCCO1)C(=O)Cn1nnc2ccccc21 (stereo not drawn)
-11,O=C(O)Cn1c(SCC(=O)c2ccc(Br)cc2)nc2ccsc2c1=O
-6,Cc1cccc(Nc2nc(NCc3ccco3)nc(N3CCOCC3)n2)c1
-3,Cc1cc(NC(=O)CCNS(=O)(=O)c2ccc(Br)s2)ccc1Br
-6,CCOC(=O)c1sc2ncnc(OC)c2c1C
-5,COc1ccccc1N1CCN(C(=O)c2cc(-c3cccc(Cl)c3)on2)CC1
9,CC1=C(C(=O)OC2CCCCC2)C(c2ccccc2I)C2=C(CCCC2=O)N1 (stereo not drawn)
1,O=[N+]([O-])c1cc(Cl)ccc1N1CCCNCC1
0,Cc1cccc(NC(=O)Cn2c(-c3ccccc3Cl)nc3ccccc3c2=O)c1
-6,Cc1ccc(NC(=O)C2CC=CCC2C(=O)O)cc1[N+](=O)[O-] (stereo not drawn)
-9,Cc1cc(NCc2ccccn2)n2c(nc3ccccc32)c1C#N
-3,O=C(O)c1ccccc1C(=O)Nc1nc2ccc([N+](=O)[O-])cc2s1
-1,COc1ccc(NC(=O)CCN2CCN(S(=O)(=O)c3ccc(OC)cc3)CC2)cc1
-6,Cc1nnc(SCC(=O)NC(C)(C)C)n1CCc1ccccc1
-14,Cc1cccc2nc(-c3cccc(NC(=O)c4cccs4)c3)cn12
-13,O=C(CN1C(=O)NC2(CCCCC2)C1=O)Nc1ccc(S(=O)(=O)N2CCOCC2)cc1
-8,CCC(C)(C(=O)NC1CCCCC1)N(C)C(=O)Cc1cccs1 (stereo not drawn)
2,CN(C)c1nc(OCCOC(=O)Nc2ccc(Cl)cc2Cl)nc(N(C)C)n1

Following part.
14-3-3g Raf,mol
-7,Cc1ccc(C(C)C)c(OCC(=O)OCc2c(C)noc2C)c1
-1,O=C(CSc1nnc(-c2ccc(F)cc2)o1)NC1CCCCC1
-1,O=C(CN1C(=O)COc2ccc(S(=O)(=O)N3CCCC3)cc21)NC1CCCCCCC1
-2,O=C1c2ccccc2C(=O)c2c(Br)cccc21
-41,CCC(=O)Nc1cc(C(=O)NCc2ccc(C)cc2)ccc1S(=O)(=O)c1ccc(C)cc1
-156,CCSc1nnc2c(n1)OC(c1cc(Br)ccc1OC)Nc1ccccc1-2 (stereo not drawn)
1,COc1ccccc1Cn1c(=S)[nH]c2cc(C(=O)N3CCN(c4ccccc4OC)CC3)ccc2c1=O
-23,Cc1ccc(NC(=O)c2ccc3c(=O)n(Cc4ccco4)c(=S)[nH]c3c2)cc1C
-22,CC(C)c1ccccc1NC(=O)c1ccc(-c2ccccc2)cc1
6,C#CCOC(=O)CCCC(=O)O
-1,Nc1c(C(=O)NC2CCCC2)sc2nc(-c3cccs3)ccc12
-14,Clc1cccc(Nc2ncnc3ccc(Br)cc23)c1
8,CCCCN(C)C(=O)c1ccc2c(c1)N(Cc1cccc(F)c1)C(=O)c1ccccc1S2
2,CCOc1ccccc1NC(=O)c1cc([N+](=O)[O-])ccc1N1CCCCC1
1,COCCCN(Cc1ccccn1)S(=O)(=O)Cc1ccccc1
-6,Nc1ncnc2c1ncn2[C@@H]1O[C@H](CO)[C@H](O)C1O (stereo partly drawn)
-1,COc1ccc(-c2nn3c(-c4ccccc4)nnc3s2)cc1
-6,Cc1nc2c(C(=O)NC3CCCC(C)C3C)cnn2c(C)c1Cc1cccc(Br)c1 (stereo not drawn)
0,c1ccc(-n2ncc3c(NCc4cccnc4)ncnc32)cc1
-9,Cc1ccc(S(=O)(=O)NCC2CCC(C(=O)NCc3cccnc3)CC2)cc1 (stereo not drawn)
-3,O=S(=O)(NC1c2cccc3cccc(c23)C1NCc1ccco1)c1ccccc1 (stereo not drawn)
-3,N#Cc1c(N)nc2c(oc3ccccc32)c1-c1ccccc1
-3&1,O=C(NC1(C(=O)NC2CCCCC2)CCCCC1)c1ccc2c(c1)OCO2
-3,CCOCN(C(=O)Cn1c(CO)nc2ccccc21)c1c(C)cccc1CC
-9,N#CCSc1nc2ccccc2c(=O)n1Cc1ccc2c(c1)OCO2
-6,Cc1c(C(=O)Nc2ccc(Cl)cn2)sc2ncnc(N3CCCCC3C)c12 (stereo not drawn)
2,Cc1c(CN2CCN(c3cccc(C(F)(F)F)c3)CC2)c(=O)n(-c2ccccc2)n1C
-10,COc1cc(NC(=O)COc2ccccc2C(C)C)c(OC)cc1Cl
-1,O=C(COc1ccccc1F)N1CCc2ccccc2C1
-4,CC1CCC(NC(=O)CCn2c(=O)[nH]c3ccsc3c2=O)CC1 (stereo not drawn)
-8,Cc1nn(-c2ccccn2)c2c1C(=O)C(=O)C(C)(C)C2Br (stereo not drawn)
-38,CCOC(=O)c1cc2c(=O)n3ccccc3nc2n(Cc2ccco2)c1=NC(=O)c1ccc(C(C)(C)C)cc1
-3,CCCCN(CCCNC(=O)c1c(C)cc(=O)oc1C)c1ccccc1
0,Cc1nn(-c2cccc(Cl)c2)c2c1C(c1cccnc1)C(C#N)=C(N)O2 (stereo not drawn)
-6,CCOC(=O)c1c(NC(=O)COc2ccccc2)sc2c1CC(C)(C)NC2(C)C
-3&-10,Cc1cccn2cc(-c3ccccc3)nc12
0,COc1ccc(C(C)NC(=O)CCc2ccccc2)cc1 (stereo not drawn)
-7,COC(=O)CNC(=O)C1CCCN1C(=O)OC(C)(C)C (stereo not drawn)
2,Cc1ccc(-n2ncc3c(N4CCC(C(N)=O)CC4)ncnc32)c(C)c1
-4,CC(C)(C)c1ccc(OCC(O)CN2CCCCC2)cc1 (stereo not drawn)
-8,Cc1ccc(C)n1-c1ccc(-c2nnc3n2CCCCC3)s1
-4,COC(=O)c1cc(C(=O)CSc2nc(C)cc(C)n2)ccc1O
0,CC(=O)c1ccc(OCCn2c(SCC(=O)O)nc3ccccc32)cc1
-3,O=C1C(=O)N(c2cccnc2)C(c2cccc(F)c2)/C1=C(\O)c1ccc(Cl)cc1 (stereo not drawn)
-2,O=C(Nc1ccc(Cl)cc1)c1ccncc1
1,COC(=O)CNS(=O)(=O)c1ccc(C)cc1
-3,OC(Cn1cccn1)c1ccccc1 (stereo not drawn)
-2,CCc1ccccc1NS(=O)(=O)c1ccc2nc(-c3ccccc3)[nH]c2c1
3,COc1ccc(Cl)cc1C(=O)Nc1ccccn1
-6,Cc1[nH]n(C(C)(C)C)c(=O)c1Sc1ccccc1
-30,COc1cc(C(=O)Nc2cccc(-c3nc4ncccc4o3)c2)ccc1OCc1ccc(Cl)cc1
-4,CCC(c1nnnn1Cc1ccc2c(c1)OCO2)N1CCN(c2ccc(F)cc2)CC1 (stereo not drawn)
-6,O=C(Nc1ccc(-c2ccc([N+](=O)[O-])cc2)cc1)c1ccccc1F
-1,Oc1ccccc1-c1nnc(COc2ccccc2)o1
-20,Cc1ccc(CN2C(=O)C3C(C(=O)Nc4ccc(Br)cc4)C4C=CC3(O4)C2C(=O)NC2CCCCC2)cc1 (stereo not drawn)
1&-7,Cc1n[nH]c(C)c1S(=O)(=O)N1CCCC(C(=O)Nc2nccs2)C1 (stereo not drawn)
0,CCCc1cc2c(=O)c(-c3ccccn3)coc2cc1OC(C)=O
-6,Cc1cc(=O)[nH]c(/N=C(/NC(=O)c2ccccc2)Nc2ccc3c(c2)OCCO3)n1
-5,Cc1ccc(NC(=O)N(C2CCCCC2)C2CCN(C(C)C)CC2)cc1C
-3,CCOC(=O)COc1ccc(C23CC4CC(CC(C4)C2)C3)cc1

(next part)
14-3-3g Raf,mol
8,Cc1cccn2c(=O)c3cc(C(=O)NCCCOC(C)C)sc3nc12
4,CC(=O)Nc1cccc(NC(=O)C2CCCN2C(=O)Nc2ccc(C)cc2)c1 (stereo not drawn)
1,CCCCCSc1nnc2c(n1)OC(c1ccc(C)o1)Nc1ccccc1-2 (stereo not drawn)
-9,Cc1cccc(-n2nc3c(c2NC(=O)COc2ccc(Cl)cc2)CS(=O)C3)c1C (stereo not drawn)
-4,O=S(=O)(c1ccc(NC2CCCCC2)cc1)N1CCOCC1
-3,Cc1nnc(NC(=O)CSc2nnc(Cc3cccn3C)n2C)s1
-13,Cc1ccc(C(=O)/C=C/Nc2cccc(O)c2)cc1
22,Cc1ccc(N2CCN(CC(O)COC3CCCCC3)CC2)cc1 (stereo not drawn)
-5,O=C(O)CC(NC(=O)c1ccccc1F)c1ccccc1 (stereo not drawn)

These rows are one share of the data, so the mix of outcomes need not match the whole.
